High-throughput results deposited in PubChem by National Center for Advancing Translational Sciences (NCATS).
Tb PGK inh – qHTS Assay to Find Inhibitors of Phosphoglycerate Kinase | Phosphoglycerate kinase, glycosomal (Trypanosoma brucei brucei), P07378 | PGK/GAPDH coupled, Kinase-Glo luminescence, 60 min | Potency, µM (doses to about 57.5 µM), without a hit: at the top dose activity change, negative = inhibition, most hits filed as inhibitors | actives 0.043% (n = 380,000); note: potency is the fitted concentration of half-maximal effect; % is set by controls: 0 for no effect and ±100 for the full control effect; nearly all actives have a fitted effect of over 60% in size
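Luminescent ATP detection (Kinase-Glo Plus) follows a 60-minute room-temperature incubation, with wells lacking PGK as controls. Buffer: 100 mM TEA (pH 7.6), 5 mM MgCl2, 0.01% Tween-20. Coupling enzyme GAPDH (100 nM final) supplies unstable 1,3-BPG in-well.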
RXFP1 antagonist – qHTS Assay for Antagonists of the Relaxin Receptor RXFP1. actives 0.59% (n = 350,000). activity change, negative = inhibition, % at 57.5 µM. AID 1259400, 2018. HEK293-RXFP1, relaxin-stimulated cAMP HTRF, 30 min; active compounds read low. Relaxin receptor 1 (Homo sapiens), Q9HBX9;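 active = activity change of -60% or lower, but not beyond a set lower limit; inconclusive = change between -60% and -40%, or beyond the set limit; inactive = change above -40%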; note: % is set by controls: 0 for no effect and ±100 for the full control effect
Pol eta inh – qHTS for Inhibitors of Polymerase Eta; DNA polymerase eta (Homo sapiens), Q9Y253; recombinant Pol eta, fluorescent DNA replication assay; Potency, µM (doses to about 114 µM), inactives show at the top dose activity change, negative = inhibition, actives largely listed as inhibitors; actives 1.2% (n = 390,000); AID 588591, 2011; note: potency is the fitted concentration of half-maximal effect; % is set by controls: 0 for no effect and ±100 for the full control effect
Target sequence (Q9Y253 whole entry, looked up): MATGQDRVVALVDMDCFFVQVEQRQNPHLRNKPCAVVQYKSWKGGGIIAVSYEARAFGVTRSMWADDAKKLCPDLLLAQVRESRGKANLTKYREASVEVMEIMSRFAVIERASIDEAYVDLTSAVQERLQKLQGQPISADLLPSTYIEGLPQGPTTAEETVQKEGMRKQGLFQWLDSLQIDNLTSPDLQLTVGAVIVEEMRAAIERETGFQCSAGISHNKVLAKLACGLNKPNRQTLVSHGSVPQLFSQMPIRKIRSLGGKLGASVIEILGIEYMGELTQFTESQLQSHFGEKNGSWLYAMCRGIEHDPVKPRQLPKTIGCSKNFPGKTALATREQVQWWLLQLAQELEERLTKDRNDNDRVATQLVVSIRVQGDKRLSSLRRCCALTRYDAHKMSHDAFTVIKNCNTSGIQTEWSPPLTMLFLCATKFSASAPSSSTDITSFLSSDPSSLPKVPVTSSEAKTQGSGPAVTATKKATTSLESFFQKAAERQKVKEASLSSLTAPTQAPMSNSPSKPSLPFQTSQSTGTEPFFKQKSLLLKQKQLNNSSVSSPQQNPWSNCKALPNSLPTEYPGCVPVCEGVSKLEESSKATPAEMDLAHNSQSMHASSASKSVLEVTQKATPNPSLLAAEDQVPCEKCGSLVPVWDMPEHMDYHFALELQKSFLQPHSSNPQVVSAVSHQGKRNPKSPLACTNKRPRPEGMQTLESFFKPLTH
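Pol eta at 10 nM preincubated with compounds 15 min at room temperature; reaction started with fluorescent substrate (50 nM final) and read kinetically at 0 and 10 min.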
POLB inh – qHTS Assay for Inhibitors of DNA Polymerase Beta. AID 485314, 2010. Potency, µM (titrated, usually from 114 µM), without a hit: at the highest dose activity change, negative = inhibition, hits mostly inhibitors. actives 1.3% (n = 340,000). Pol beta primer extension/strand displacement, fluorescence kinetic; note: potency is the fitted concentration of half-maximal effect; % is set by controls: 0 for no effect and ±100 for the full control effect
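Preincubation: enzyme (10 nM) with compound, 15 min, RT. Reaction: substrate added to 50 nM final. Reads: 0 and 10 min. Analysis: normalized, Hill fit.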
POLK inh – qHTS for Inhibitors of Polymerase Kappa; Potency, µM (top dose mostly 107 µM), for the others: at the highest dose activity, negative = inhibition, most hits filed as inhibitors; purified Pol kappa, fluorescent DNA synthesis assay, 10 min; actives 0.53% (n = 400,000); DNA polymerase kappa (Homo sapiens), Q9UBT6; note: potency is the fitted concentration of half-maximal effect; % is set by controls: 0 for no effect and ±100 for the full control effect
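Pol kappa 10 nM + cpd, 15 min RT; start w/ substrate 50 nM final; fluorescence kinetic read, 0 and 10 min. Neg ctrl: buffer, no enzyme.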
Apoferritin bind – qHTS Assay for Identification of Novel General Anesthetics. actives 0.074% (n = 350,000). Ferritin light chain (Equus caballus), P02791. Potency, µM (highest dose often 77.5 µM), for the others: at the highest dose activity change, negative = displacement, most hits filed as inhibitors. apoferritin/1-aminoanthracene competitive binding, fluorescence; note: potency is the fitted concentration of half-maximal effect; % is set by controls: 0 for no effect and ±100 for the full control effect; nearly all actives have a fitted effect of over 20% in size
Target sequence (P02791 2-175 limits assumed): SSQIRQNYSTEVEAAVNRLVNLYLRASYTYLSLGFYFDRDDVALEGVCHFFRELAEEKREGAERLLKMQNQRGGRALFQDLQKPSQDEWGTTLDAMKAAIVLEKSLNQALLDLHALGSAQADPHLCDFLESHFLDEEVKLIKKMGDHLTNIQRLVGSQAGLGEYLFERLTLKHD
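Steps: apoferritin (10 uM) was premixed with half-saturated 1-AMA in PBS, compounds were pin-transferred, plates stood 10 min at room temperature, fluorescence was read at 380/535 nm, and curves were fitted with a Hill equation.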
APEX1 inh – qHTS Assay for Inhibitors of the Human Apurinic/apyrimidinic Endonuclease 1 (APE1); recombinant APE1, TAMRA/BHQ-2 abasic DNA cleavage fluorescence; Potency, µM (highest dose often 65.8 µM), for the others: at the highest dose activity change, negative = inhibition, hits mostly inhibitors; actives 0.35% (n = 350,000); AID 2517, 2012;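 note: potency is the fitted concentration of half-maximal effect; plate controls were vehicle for no effect and reference inhibitor for full effect; nearly all actives have a fitted effect of over 55% in size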
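Substrate: short duplex with […] THF abasic site, 5'-TAMRA and 3'-BHQ-2, 50 nM final. APE1 at 0.75 nM, preincubated 15 min RT with compound. Fluorescence increase from first to third read measured activity.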
Pol iota inh – qHTS for Inhibitors of Polymerase Iota. DNA polymerase iota (Homo sapiens), Q9UNA4. Pol iota fluorescent replication assay, 10 min. Potency, µM (series often up to 115 µM), for the others: at the highest dose activity, negative = inhibition, most hits filed as inhibitors. actives 1% (n = 390,000). AID 588590, 2011; note: potency is the fitted concentration of half-maximal effect
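Fluorescent replication assay read twice, at 0 min and 10 min after adding 50 nM (final) substrate. Enzyme (10 nM) and compounds were first incubated 15 min at room temperature; enzyme-free buffer wells were negative controls.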
BLM helicase inh – qHTS Assay for Inhibitors of Bloom's syndrome helicase (BLM); Potency, µM (series often up to 56.1 µM), without a hit: at the top dose activity change, negative = inhibition, actives largely listed as inhibitors; recombinant BLM DNA unwinding, fluorescence dequenching; AID 2528, 2010; RecQ-like DNA helicase BLM (Homo sapiens), P54132; actives 0.2% (n = 350,000);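 note: potency is the fitted concentration of half-maximal effect; plate controls were vehicle for no effect and no enzyme for full effect; nearly all actives have a fitted effect of over 35% in size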
Active calls of the source: *; i = inactive; ? = inconclusive; / = not tested or not shown; [ ] = dose if it differs, or a comment. Unless noted, calls come from the whole dose curve; as a rule, active = well fitted curve in the direction sought with a large enough effect; inconclusive = small, poorly fitted or top-dose-only effect, or another doubt; inactive = no such curve, though single readings can be large; an effect the other way counts as inactive or inconclusive. An excerpt; rates above refer to the full screens.

Sample of the layout, five compounds:
SMILES	Tb PGK inh	RXFP1 antagonist	Pol eta inh	POLB inh	POLK inh	Apoferritin bind	APEX1 inh	Pol iota inh	BLM helicase inh
C#CCNC(=O)[C@H](Cc1ccc(C(=O)c2ccccc2)cc1)NC(=O)OC(C)(C)C	-7%	/	3%	/	4%	/	/	6%	/
O=C(NCc1cccc(F)c1)c1cccc(NC(=O)c2nsc3ccccc23)c1	-10%	-23	-21%	-17%	-1%[60.1 µM]	?	/	0%	-2%
NC(=O)Cn1cnc2c(nnn2-c2ccc(F)cc2)c1=O	-4%	-2	-17%	-1%	-2%	-6%	32%	31%[activator]	-3%
COc1cccc(CNC(=O)CN2N=C(c3ccc(C)cc3)CCC2=O)c1	-5%	-3	14%	-14%	-9%[60.1 µM]	?	/	-11%	-7%
Cc1cc(C)nc(SCC(=O)N/N=C/c2cccc([N+](=O)[O-])c2)n1	-3%	2	-10%	3%	-8%	?	0%	102%[activator]	-11%

The list itself, from the first entry:
SMILES	Tb PGK inh	RXFP1 antagonist	Pol eta inh	POLB inh	POLK inh	Apoferritin bind	APEX1 inh	Pol iota inh	BLM helicase inh
C#CCNC(=O)[C@H](Cc1ccc(C(=O)c2ccccc2)cc1)NC(=O)OC(C)(C)C	-7%	/	3%	/	4%	/	/	6%	/
O=C(NCc1cccc(F)c1)c1cccc(NC(=O)c2nsc3ccccc23)c1	-10%	-23	-21%	-17%	-1%[60.1 µM]	?	/	0%	-2%
NC(=O)Cn1cnc2c(nnn2-c2ccc(F)cc2)c1=O	-4%	-2	-17%	-1%	-2%	-6%	32%	31%[activator]	-3%
COc1cccc(CNC(=O)CN2N=C(c3ccc(C)cc3)CCC2=O)c1	-5%	-3	14%	-14%	-9%[60.1 µM]	?	/	-11%	-7%
Cc1cc(C)nc(SCC(=O)N/N=C/c2cccc([N+](=O)[O-])c2)n1	-3%	2	-10%	3%	-8%	?	0%	102%[activator]	-11%
Cc1ccc2[nH]c(C(=O)Nc3ccc(F)cc3)cc2c1	i	-3	-19%	31%	-1%	-6%	-5%	28%	0%
Oc1ccc2[nH]ccc2c1	-4%	-9	-3%	33%	5%	-11%	-6%	-3%	-3%
CCOC(=O)CCn1nc(-c2ccc(Cl)cc2)cc1N	-1%	-3	6%	?	-6%	-14%	1%	13%	-3%
O=C1CCC/C1=C/Nc1ccc2c(c1)OCO2	9%	-2	5%	25µM*	-3%	-13%	-6%	22%	-10%
Cc1ccc(Cl)cc1N1CCN(CCNC(=O)Nc2ccc(Cl)cc2)CC1	i	/	-9%	-1%	-8%	-2%	/	-4%	-11%
O=C(Oc1ccc(=O)n(-c2ccccc2)n1)c1ccccc1	-3%	-6	-3%	4%	-12%	-15%	-4%	3%	-2%
O=C(O)c1cccc(S(=O)(=O)N2CCCC(c3nc4c(nnn4Cc4ccc(F)cc4)c(=O)[nH]3)C2)c1 (stereo not given)	1%	6	-6%	43%	-4%	9%	-10%	-10%	1%
O=C(CCc1nc(-c2ccccc2Cl)no1)NCCc1ccccc1	-3%	-1	-17%	4%	4%	2%	8%	7%	-3%
COc1ccc(S(=O)(=O)N2CCCC(C(=O)Nc3ccc4c(c3)OCCO4)C2)cc1 (stereo not given)	i	-8	-3%	-1%	-4%[60.1 µM]	-12%	-2%	-2%	-2%
CC1=CC(C)(C)N(C(=O)CSc2nnc(N)s2)c2ccccc21	-6%	18	-15%	20%	-8%	-4%	-4%	-16%	3%
CSCCCNC(=S)N(C)CC(=O)Nc1ccc(C)cc1	-2%	1	-7%	7%	-10%	-12%	-2%	7%	-2%
Cc1nn(CCOc2ccccc2)c(=O)n1-c1ccc(Cl)cc1	-5%	-1	-11%	11%	-11%	-16%	1%	110%[activator]	-1%
COc1ccc(N(CC(=O)NC2CCCC2)C(=O)CCC(=O)Nc2cc(C)on2)cc1	0%	9	-20%	7%	-1%	-1%	-1%	48%[activator]	-2%
COC(=O)c1sccc1-c1ccc(C(=O)Nc2cccnc2)o1	-8%	-7	-8%	37%	6%	-22%	2%	1%	4%
O=C(NS(=O)(=O)N1CCCC1)C1=C(N2CCCC2)COC1=O	1%	/	-9%	/	-1%	/	4%	-4%	/
COc1ccc(CN2CCN(Cc3ccc(Br)cc3)CC2)c(OC)c1OC	/	7	-5%	-1%	-10%	-10%	22%	?	-2%
O=C1Nc2ccccc2C1(c1ccccc1)c1ccccc1	i	-19	-19%	1%	-18%	?	-5%	-1%	-10%
COc1ccc(OC)c(NC(=O)c2cccc(N3C(=O)C4C5CCC(C5)C4C3=O)c2)c1 (stereo not given)	-2%	1	-2%	13%	-19%	?	7%	11%	-3%
Cc1coc2cc3oc(=O)c(CCC(=O)O)c(C)c3cc12	i	-9	-11%	?	10%	2%	2%	68%[activator]	-2%
Cc1ccc(NC(=O)COC(=O)CCC(=O)c2cccs2)c(Br)c1	3%	3	-9%	/	-9%	/	-10%	-20%	/
COc1ccccc1CN1CCCC(CN(CCN(C)C)C(=O)C2CCCC2)C1 (stereo not given)	2%	0	-1%	37%	-10%	-5%	25%	134%[activator]	-3%
O=C(Nc1ccc2nc(SCCOc3ccccc3)sc2c1)c1ccco1	-2%	/	-20%	7%	3%	-16%	/	24%	-5%
O=C(Nc1nnc(CCS(=O)(=O)c2ccc(Br)cc2)s1)c1ccc([N+](=O)[O-])cc1	-3%	10	-8%	34%	-15%	-7%	1%	7%	-3%
O=C(COCCOCC(=O)N(c1ccccn1)C1CCCCC1)N(c1ccccn1)C1CCCCC1	1%	4	-4%	-1%	6%	2%	3%	15%	3%
CCOc1ccccc1CN1CCN(Cc2ccon2)CC1CCO (stereo not given)	-4%	4	9%	7%	-11%	-2%	1%	40%[activator]	-2%
Cc1ccc(C(=O)C2CCOC(C)(C)C2)cc1 (stereo not given)	-11%	1	-12%	?	8%	-14%	1%	31%[activator]	-5%
Cc1cc(C)c(NC(=O)C2C3/C=C\CCCCC32)c(C)c1 (stereo not given)	-2%	5	6%	-7%	-21%	-7%	-1%	8%	-1%
COc1cc(NC(=O)Cn2cnc3sc(C)c(S(=O)(=O)N4CCOCC4)c3c2=O)cc(OC)c1OC	i	10	-10%	14%	-1%	-10%	46%	-19%	0%
O=C(NCCO)c1cc(-c2cc(C(=O)NCCO)c3ccccc3n2)nc2ccccc12	-3%	6	?	1%	-1%	-9%	-22%	131%[activator]	-3%
CC(C)[C@H](NC(=O)c1ccccc1)C(=O)OCC(=O)/C=C1/N(C)c2ccccc2C1(C)C	/	-21	?	-10%	1%	51%[activator]	-5%	-22%	-9%
COc1cccc(-c2nc(CS(=O)CC(=O)NCc3ccccc3Cl)c(C)o2)c1 (stereo not given)	3%	4	-6%	3%	-2%	28µM*	-1%	8%	10%
CCOc1ccc(NC(=O)N2CCN(Cc3cc(=O)n4nc(-c5ccc(OC)cc5)sc4n3)CC2)cc1	6%	/	-9%	13%	-10%[60.1 µM]	2%	/	46%[activator]	-10%
COCc1cc(C)nc(N/N=C/c2ccc(-c3cc(C(=O)O)ccc3Cl)o2)c1C#N	/	/	/	?	/	1%	5%	/	0%
COc1ccc(OC)c(NC(=O)COCc2cc(-c3ccco3)on2)c1	-3%	-19	0%	-7%	-3%	5%	/	12%	1%
Clc1ccc(Cc2nn3c(Cn4nnc5ccccc54)nnc3s2)cc1	-6%	0	-14%	-2%	-28%	-11%	-8%	1%	-2%
Cc1cc(C)nc(NC(=NCCc2c[nH]c3ccccc23)NC(=O)Nc2ccccc2)n1	-9%	10	?	1%	-11%	4%	-1%	-18%	-2%
O=C(CSc1nc2ccc(Nc3nc(N4CCOCC4)nc(N4CCOCC4)n3)cc2s1)N1CCOCC1	-4%	12	?	36%	0%	-13%	0%	12%	-6%
Cc1cccc2c(=O)c(-c3ccc4c(c3)OCO4)c(NC(=O)c3ccco3)oc12	4%	?	0%	48%[activator]	-10%	-14%	-7%	2%	-2%
COC(=O)CNC(c1ccccc1Cl)c1cc(Br)ccc1NS(=O)(=O)c1ccc(C)cc1 (stereo not given)	-2%	/	-24%	21%	-5%	-1%	-1%	-7%	-10%
